High-throughput results from PubChem BioAssay.
CAL PDZ FP-1: CAL PDZ peptide-binding inhibitors, primary screen, biochemical, fluorescence polarization, Cer-tagged CAL PDZ, HTS; purified CAL PDZ, TMR-peptide fluorescence polarization, 1 h; AID 504414, 2011; inhibition, % at 20 µM; 330,000 compounds, 0.02% hits;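 active = highest replicate inhibition of at least 40%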;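 also: plate controls were DMSO neutral control wells for no effect and unlabeled competitor peptide control wells for full effect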
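Control set: unlabelled peptide and DMSO controls / Material: purified CerCALP PDZ construct / Timing: 1 h incubation at room temperature before polarization reading / Doses: 20 µM, one dose / Detection: fluorescence polarization (mP)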
Arr AP2 block: inhibitors of beta-arrestin/AP2 binding, primary screen, biochemical, GPCR trafficking, flow cytometry | beta-arrestin 1 C-terminal peptide binding to AP2 beta2-adaptin appendage (human) | FITC-arrestin peptide / GST-AP2 beads; AP2 beta2 appendage carries R879A mutation | inhibition, % at 10 µM | 340,000 compounds, 0.31% hits | AID 504490, 2011;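 active = inhibition above a set limit, near 3 SD of compounds lacking own fluorescence, cut at about 54% in these data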;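 also: plate controls were DMSO wells for no effect and 5 µM unlabelled arrestin peptide for full effect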
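Test system: GST-tagged AP2 beta2-adaptin appendage (R879A) on 4 µm glutathione beads; also added: fluorescein-tagged arrestin peptide at 50 nM final; timing: 12 min plus 1 h, RT; signal: flow cytometry, FL1 (488/535 nm); read-out: percent drop in bead-associated FITC signal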
DAGLB inhibitor: DAGLB lipase inhibitors, primary screen, biochemical, fluorescence, HTS; AID 504411, 2011; Diacylglycerol lipase-beta (Homo sapiens), Q8NCG7; HEK293T DAGLB membrane lysate, EnzChek fluorogenic substrate; inhibition, % at 5.17 µM; 340,000 compounds, 0.059% hits; in the data active = inhibition above about 34%;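 also: 0% = enzyme with vehicle and 100% = wells lacking enzyme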
Target sequence (Q8NCG7 whole entry, looked up): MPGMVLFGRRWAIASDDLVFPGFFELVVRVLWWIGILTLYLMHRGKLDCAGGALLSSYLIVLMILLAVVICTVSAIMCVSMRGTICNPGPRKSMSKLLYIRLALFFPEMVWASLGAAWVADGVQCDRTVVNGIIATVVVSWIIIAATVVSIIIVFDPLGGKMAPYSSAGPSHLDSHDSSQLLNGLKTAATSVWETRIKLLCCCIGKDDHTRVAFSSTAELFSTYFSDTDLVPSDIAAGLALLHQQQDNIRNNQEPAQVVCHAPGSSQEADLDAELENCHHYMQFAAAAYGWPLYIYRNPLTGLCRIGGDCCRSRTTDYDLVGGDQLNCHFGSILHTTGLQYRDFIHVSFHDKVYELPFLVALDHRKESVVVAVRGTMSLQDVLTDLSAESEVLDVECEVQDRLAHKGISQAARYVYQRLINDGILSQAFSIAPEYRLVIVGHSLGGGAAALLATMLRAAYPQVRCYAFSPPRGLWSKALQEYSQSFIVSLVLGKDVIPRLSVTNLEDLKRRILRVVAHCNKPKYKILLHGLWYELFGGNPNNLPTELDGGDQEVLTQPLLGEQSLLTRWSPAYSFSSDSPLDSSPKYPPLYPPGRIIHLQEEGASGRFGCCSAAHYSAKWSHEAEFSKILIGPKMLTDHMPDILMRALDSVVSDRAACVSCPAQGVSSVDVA
LANA DNA inh: inhibitors of KSHV C-LANA binding to DNA, primary screen, biochemical, fluorescence polarization, FAM-LBS DNA, MBP-C-LANA, single point; Kaposi's sarcoma herpesvirus LANA C-terminal domain (residues 932-1162) DNA binding; inhibition, % at 9 µM; 340,000 compounds, 0.078% hits;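 active = highest replicate inhibition at or above 60% at 9 µM, even if other replicates fall short; inactive = all replicates below 60% inhibition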;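 also: 0% = neutral control wells and 100% = 4 µM acridine orange control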
CAL PDZ FP-2: untagged CAL PDZ binding inhibitors, primary screen, biochemical, fluorescence polarization, HTS. 300,000 compounds, 0.92% hits. Golgi-associated PDZ and coiled-coil motif-containing protein (Homo sapiens), Q9HD26. AID 602252, 2012. purified CAL PDZ, TMR-peptide fluorescence polarization, 1 h. inhibition, % at 24.9 µM;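 active = mean inhibition of at least 30% with at least half of replicates also reaching 30%; inconclusive = no clear call, values can overlap the other calls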;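 also: 0% = DMSO neutral control and 100% = excess unlabeled competitor peptide PRC23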
V-ATPase pHluor: regulators of yeast V-ATPase proton pumping, primary screen, pHLuorin cytosolic pH fluorescence | S. cerevisiae | response, % at 10 µM | 350,000 compounds, 0.37% hits | AID 504577, 2011; in the data active = response mostly above about 7.3%, no sharp cut-off; inactive = mostly below about 5.4%; also: actives read high; inactives centre near 0; some compounds called inactive have numbers as strong as hits
DSG3 Ab inh: inhibitors of pemphigus antibody binding to DSG3, primary screen, biochemical, bead-based, flow cytometry, scFv-GFP; DSG3-coupled beads, scFv-anti-DSG3-GFP binding; hits give low values; binding (percent of control), % at 10 µM; 310,000 compounds, 0.48% hits;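 active = binding more than 3 SD below its plate's average and above zero; inconclusive = below that plate limit but binding exactly zero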;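 also: hits lower antibody fragment binding to DSG3; some compounds called inactive have numbers as strong as hits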
Keap1 Nrf2 FP: Keap1-Nrf2 protein-protein interaction inhibitors, primary screen, biochemical, fluorescence polarization, single point; Kelch-like ECH-associated protein 1 (Homo sapiens), Q14145; Keap1 Kelch-Nrf2 peptide fluorescence polarization, 1536-well; inhibition, % at 9.4 µM; 340,000 compounds, 0.15% hits; AID 504523, 2011; in the data active = inhibition above about 12%; inconclusive = no clear call, values can overlap the other calls; inactive = below about 7.3%;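 also: human Keap1 Kelch domain with fluorescein labeled Nrf2 9mer peptide probe; 0% = neutral control wells and 100% = peptide positive control; higher means more block of Keap1 binding to Nrf2 peptide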
NSD2 HMT inh: NSD2 histone methyltransferase inhibitors, primary screen, biochemical, AlphaScreen, single concentration, set 2. AID 743445, 2014. 310,000 compounds, 0.54% hits. NSD2 peptide methylation, 120 min. inhibition, % at 12.5 µM; in the data active = inhibition above about 50%
RTF Ca sens inh: cardiac RTF calcium sensitivity inhibitors, primary screen, biochemical, IANBD-TnC fluorescence, EC70 calcium. Troponin I, cardiac muscle (Homo sapiens) + Troponin T, cardiac muscle (Homo sapiens) + …. IANBD-labeled cardiac RTF, Ca2+ fluorescence. inhibition, % at 7.15 µM. 340,000 compounds, 0.12% hits;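 active = inhibition above the mean inhibition of all tested compounds plus 3 SD, cut at about 17% in these data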;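 also: assay run at fixed EC70 calcium of 1.6 mM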
Active calls of the source: *; ? = inconclusive; / = not tested or not shown. Some of the compounds tested (hit frequency here may not be typical).

SMILES | CAL PDZ FP-1 | Arr AP2 block | DAGLB inhibitor | LANA DNA inh | CAL PDZ FP-2 | V-ATPase pHluor | DSG3 Ab inh | Keap1 Nrf2 FP | NSD2 HMT inh | RTF Ca sens inh
CCN1/C(=C/c2ccc3cc(C)cc(C)c3[n+]2CC)Sc2cc(C)ccc21 | 7.3 | -55 | -4 | -55 | 5 | 9 | 121 | -24 | 113* | -139
O=c1cc(N2CCCCC2)nc2n1CCCS2 | -0.6 | 21 | -7 | -0.5 | -3 | -5 | 102 | 0 | 1 | -6
CN1CCCN(C(=O)CNC(=O)c2ccc(Cl)cc2Cl)CC1 | 1.1 | 7 | 1 | -2.4 | -5 | -6 | 122 | -5 | 2 | 0
O=C1N[C@H](Cc2ccccc2)COC(=O)[C@H](Cc2ccc(F)cc2)CC/C=C/C[C@@H]1CC(=O)N(CCO)Cc1ccccc1 | -1.0 | / | 0 | 1.2 | -2 | -1 | 98 | 3 | / | -11
CC(=O)c1cccc(NC(=O)c2ccccc2N(C)S(=O)(=O)c2ccc(C)cc2)c1 | -1.0 | -11 | 0 | 2.9 | -4 | 0 | 113 | 2 | 14 | -3
COc1ccc(/C=N\NC(=O)c2ccccc2)cc1COc1ccccc1 | -1.5 | -10 | -1 | 2.4 | 0 | -2 | 102 | 2 | 0 | -6
Cc1ccc2ncnc(Oc3ncccc3NC(=O)C(C)(C)C)c2c1 | 1.3 | 6 | 2 | 0.2 | -2 | 1 | / | -4 | -3 | -11
COCCNC(=O)c1onc(CS(=O)(=O)c2cc(C)cc(C)c2)c1C(=O)NCCOC | -0.4 | -9 | 2 | -1.2 | 0 | 1 | 103 | -3 | / | -5
NC(=O)[C@H](Cc1cc2ccccc2s1)NC(=O)[C@@H]1CC2(CC(c3cccc(NC(=O)[C@@H]4CCC(=O)N4)c3)=NO2)CN1C(=O)/C=C/Sc1ccccc1 (some centres undefined) | -2.7 | -1 | 2 | -0.9 | -6 | 3 | 99 | -8 | / | -8
COCCCNC(=S)Nc1cccc(S(=O)(=O)NC2=NCCC2)c1 | -0.8 | -5 | -2 | -0.3 | / | -1 | 100 | -3 | -1 | -8
Cc1ccc2nc(SCC(=O)NNC(=O)c3ccccc3)[nH]c2c1 | -1.3 | 4 | 0 | -1.2 | -5 | 9 | 80 | 0 | -3 | -25
COc1cccc(OC)c1C(=O)OCC(=O)Nc1ccc(OC(F)(F)F)cc1 | 0.9 | 14 | -2 | 0.3 | -1 | 1 | 76 | -1 | 1 | -4

Record cards (already shown). Values in the order: CAL PDZ FP-1 | Arr AP2 block | DAGLB inhibitor | LANA DNA inh | CAL PDZ FP-2 | V-ATPase pHluor | DSG3 Ab inh | Keap1 Nrf2 FP | NSD2 HMT inh | RTF Ca sens inh
Cc1ccc2ncnc(Oc3ncccc3NC(=O)C(C)(C)C)c2c1 as listed: 1.3 | 6 | 2 | 0.2 | -2 | 1 | / | -4 | -3 | -11
COc1ccc(/C=N\NC(=O)c2ccccc2)cc1COc1ccccc1 as listed: -1.5 | -10 | -1 | 2.4 | 0 | -2 | 102 | 2 | 0 | -6
CCN1/C(=C/c2ccc3cc(C)cc(C)c3[n+]2CC)Sc2cc(C)ccc21 as listed: 7.3 | -55 | -4 | -55 | 5 | 9 | 121 | -24 | 113* | -139

Remaining list, next part.
SMILES | CAL PDZ FP-1 | Arr AP2 block | DAGLB inhibitor | LANA DNA inh | CAL PDZ FP-2 | V-ATPase pHluor | DSG3 Ab inh | Keap1 Nrf2 FP | NSD2 HMT inh | RTF Ca sens inh
COc1ccc(C(=O)OCC(=O)c2ccc(CNC(C)=O)s2)cc1 | -1.7 | 16 | -1 | 1.1 | / | -2 | 104 | -1 | 1 | -3
CC(C)c1ccc(NC(=O)CSc2n[nH]c(=O)n2C2CC2)cc1 | -1.2 | -6 | 0 | 0.8 | / | -1 | 95 | 0 | / | -6
Cc1c(CCO)c(=O)[nH]n1S(=O)(=O)c1cccc(C(F)(F)F)c1 | -0.9 | -6 | -2 | -0.3 | -4 | -4 | 105 | 0 | -3 | 1
CCO[C@H]1OC(C(=O)Nc2ccccc2)=C[C@@H](c2coc3ccccc3c2=O)[C@@H]1CCCO | -1.1 | 6 | 1 | -1.6 | -2 | -1 | 100 | -3 | / | 5
COc1ccc(C2CC(O)(c3ccccc3)Oc3c(C)ccc(C)c32)cc1 (centres undefined) | 0.0 | 20 | -14 | -0.5 | 7 | -2 | 100 | 4 | / | -2
COc1ccc(-c2ccc3c(c2)[C@@H]2C[C@H](N(C)S(=O)(=O)c4ccccc4)[C@H]([C@H](C)O)C(=O)N2CC3)cc1 | -1.8 | -10 | -1 | -1.4 | -6 | -1 | 100 | -2 | / | -3
Cc1cc(=O)oc2cc(OCC(=O)OCC(=O)Nc3ccc4ccccc4c3)ccc12 | -0.5 | -1 | -1 | -0.9 | -2 | 2 | 103 | -5 | -2 | -15
CCC(=O)CN(Cc1cc(OC)ccc1OC)S(=O)(=O)c1ccccc1Br | -0.5 | -16 | -3 | -1.5 | -6 | 1 | 107 | -4 | / | 0
Cc1cc(OC(=O)c2ccccc2)c([N+](=O)[O-])c(=O)[nH]1 | -5.5 | 16 | 0 | 0.7 | -1 | 12* | 136 | -11 | -1 | -9
C/C(Cc1ccccc1)=N\NC(=O)CNC(=O)c1ccccc1O | -0.2 | 27 | -1 | -1.9 | 2 | -6 | 88 | -4 | 3 | -20
O=C(C1CCCCC1)N1CCN=C1SCc1cccc([N+](=O)[O-])c1 | 0.1 | -5 | -2 | 1.4 | 5 | 1 | 100 | ? | 1 | -2
O=c1oc2cc(Oc3ccc(C(F)(F)F)cc3[N+](=O)[O-])ccc2c2c1CCCC2 | -1.0 | -9 | -4 | -1.2 | 0 | -1 | 102 | 0 | -1 | 0
O=C(CSc1nnc(-c2ccccc2)o1)NC1CCCCC1 | -2.0 | 4 | 0 | -1.5 | -6 | 1 | 103 | -8 | -4 | -8
CCOc1cc2[nH]c(=O)n(CCCC(=O)N(C)Cc3ccccc3)c(=O)c2cc1OCC | 0.4 | 6 | 2 | -0.3 | -2 | -5 | 115 | 1 | -2 | -1
O=C(CNS(=O)(=O)c1ccccc1)Nc1ccc2c(c1)OCO2 | -0.3 | 14 | 0 | -0.9 | -3 | 0 | 102 | -1 | 1 | 0
CN(C)CCCNc1nc2sc3c(c2c(=O)n1CCc1ccccc1)CCCCC3 | 0.1 | -4 | 2 | 0.6 | 1 | 3 | 112 | 0 | 26 | -5
O=C(CSc1nnc(NC(=O)c2ccccc2[N+](=O)[O-])s1)NCC1CCCO1 (centres undefined) | -1.7 | -2 | 1 | -0.4 | / | 1 | 116 | -1 | -2 | 5
CCOC(=O)C1=C(O)CCn2c1nc1ccccc12 | -2.1 | 7 | -2 | -0.5 | -1 | -2 | / | -3 | 0 | -1
Cc1ccc(S(=O)(=O)NNC(=O)Cc2cccn2C)cc1 | -0.1 | 8 | -2 | -0.9 | / | 0 | 95 | -5 | 1 | -8
Nc1nonc1-n1nnc(C(=O)N/N=C/c2ccc(OCc3ccccc3)cc2)c1CN1CCCCC1 | -1.6 | -12 | 1 | -0.4 | 1 | 5 | 117 | -2 | 2 | -5
Cc1nc(-c2ccc(F)cc2)c(CC(=O)N(C)CC(=O)Nc2ccccc2C(F)(F)F)s1 | -2.7 | 19 | 1 | 1.1 | 1 | 4 | 100 | -6 | -2 | -3
COc1cc(OC)nc(NC(=O)COC(=O)c2cccc(Cl)c2)n1 | -2.7 | 1 | 0 | -0.2 | -2 | -2 | 98 | 0 | -5 | -2
Cc1ccc(SCC(=O)NC(C)(C)C)cc1 | -0.4 | 15 | -2 | -0.7 | -2 | 2 | 85 | -2 | -4 | 3
O=C(COC(=O)COc1ccc(Br)cc1)Nc1cccnc1Cl | -2.2 | 29 | -4 | 0.1 | -4 | 0 | 97 | 0 | 0 | -6
CCC(C)(C)c1nnc(NC(=O)c2cccc([N+](=O)[O-])c2)s1 | -1.3 | -12 | 2 | 3.1 | 3 | -1 | 92 | -1 | -2 | -7
CS(=O)(=O)c1ccc(Cl)c(NC(=O)C2CCN(S(=O)(=O)c3cccs3)CC2)c1 | -1.2 | 12 | 0 | -1.6 | / | 2 | 99 | 0 | 3 | 5
CCN(CC)CCCn1c2c(c(SCC(=O)Nc3nc4ccccc4s3)nc1=O)CCC2 | -2.6 | 8 | 2 | 0.0 | -3 | -7 | 105 | 0 | 33 | -16
CCN(C(=O)COC(=O)c1ccc2c(c1)OCO2)c1ccc(F)cc1 | -1.0 | 4 | -3 | -3.0 | 21 | 5 | 85 | 1 | -2 | 7
CN(CC(=O)Nc1ccc(N2CCOCC2)cc1)C(=O)C12CC3CC(CC(C3)C1)C2 | 1.0 | 4 | -1 | -0.4 | -2 | -4 | 109 | -4 | 18 | 4
Cc1cc(C(=O)NC2CCCCCC2)c2ccccc2n1 | -1.6 | 30 | 0 | 0.2 | -4 | -4 | 136 | -1 | 6 | 3
Cc1cc(=O)n(CC(C)C)c(O)c1C#N | 0.2 | 21 | -1 | 2.0 | / | -2 | 104 | -3 | / | -14
O=c1c2ccccc2ncn1-c1ccc(Cl)c(Cl)c1 | -2.0 | -6 | 2 | -1.7 | -4 | -1 | 120 | 2 | -3 | -6
CC(C)(C)N(NC(=O)c1ccccc1)C(=O)c1cccc(C(=O)N(NC(=O)c2ccccc2)C(C)(C)C)c1 | -0.9 | 6 | 5 | 1.8 | 1 | -1 | 100 | -6 | 6 | -2
COc1ccc(Cl)cc1S(=O)(=O)N1CCCC1 | -1.6 | 4 | 2 | 0.3 | 0 | 2 | 103 | -3 | 5 | -6
CCCn1c(NCc2ccco2)nc2c1c(=O)n(C)c(=O)n2C | 0.3 | 4 | 0 | 0.4 | 1 | -1 | 103 | 0 | 5 | -8
COc1ccc(Cn2c(=O)[nH]c3cc(C(=O)NCc4ccc5c(c4)OCO5)ccc3c2=O)cc1 | -7.2 | 20 | 6 | 0.5 | -4 | -4 | 107 | -2 | 22 | -1
O=C(O)[C@@H]1CSC2c3ccccc3C(=O)N21 (some centres undefined) | 1.6 | 31 | 2 | -0.1 | 2 | -5 | 105 | 5 | -1 | 1
COc1ccc(NC(=O)Cn2nc(C(=O)O)c3ccccc3c2=O)cc1OC | -1.4 | 9 | -4 | -0.6 | 7 | -2 | / | 0 | 3 | -1
